SENP8 block-1 – SENP8 protease inhibition | purified SENP8, Z-RLRGG-aminoluciferin cleavage, luminescence | inhibition, % at 10 µM | hit rate 1.2% among 330,000 | AID 2540; in the data active = inhibition above about 50%
Target sequence (Q96LD8 whole entry, looked up): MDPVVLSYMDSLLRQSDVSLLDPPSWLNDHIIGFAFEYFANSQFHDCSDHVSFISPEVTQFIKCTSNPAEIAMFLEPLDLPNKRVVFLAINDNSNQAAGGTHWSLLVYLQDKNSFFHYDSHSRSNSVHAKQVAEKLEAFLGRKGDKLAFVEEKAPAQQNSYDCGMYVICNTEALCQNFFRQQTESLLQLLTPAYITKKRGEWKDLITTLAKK
Apaf1 inhib – inhibitors of human Apaf-1 apoptosome. O14727. hit rate 0.71% among 330,000. reconstituted apoptosome caspase-3 activity, DEVD-Rh110 fluorescence. inhibition, % at 20 µM; active = inhibition of at least 40% at 20 µM;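 also: plate controls were DMSO wells for no effect and DEVD-CHO caspase inhibitor wells for full effect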
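Material: reconstituted apoptosome with Apaf-1, cytochrome c, caspase-9, procaspase-3, dATP; medium: pH 7.5 Hepes buffer with CHAPS, BSA, DTT; also added: cytochrome c and DEVD-Rh110 substrate; timing: 30 min plus 50 min, RT; signal: Rh110 fluorescence intensity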
SENP6 block – SENP6 protease inhibition | Q9GZR1 | Recombinant SENP6 catalytic domain, aminoluciferin luminescence | inhibition, % at 10 µM | hit rate 1.8% among 330,000;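 active = inhibition above about 50% at the single tested dose, limit read from the data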;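 also: plate controls were DMSO wells with enzyme for no effect and DMSO wells lacking enzyme for full effect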
Target sequence (Q9GZR1 628-1112 limits assumed): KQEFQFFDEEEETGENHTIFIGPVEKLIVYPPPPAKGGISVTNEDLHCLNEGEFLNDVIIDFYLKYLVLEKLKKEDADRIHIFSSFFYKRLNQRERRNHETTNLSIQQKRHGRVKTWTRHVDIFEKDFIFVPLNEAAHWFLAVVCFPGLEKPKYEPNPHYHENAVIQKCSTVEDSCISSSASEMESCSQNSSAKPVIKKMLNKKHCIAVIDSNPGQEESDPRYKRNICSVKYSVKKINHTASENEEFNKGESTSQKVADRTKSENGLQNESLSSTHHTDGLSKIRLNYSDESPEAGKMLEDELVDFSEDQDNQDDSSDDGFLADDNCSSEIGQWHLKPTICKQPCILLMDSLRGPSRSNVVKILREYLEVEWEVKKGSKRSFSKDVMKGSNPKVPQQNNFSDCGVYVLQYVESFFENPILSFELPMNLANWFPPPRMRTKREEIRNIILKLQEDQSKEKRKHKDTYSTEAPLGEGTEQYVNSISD
HKDC1 inhibitor – blocks human hexokinase HKDC1 activity; recombinant HKDC1, G6PDH/diaphorase resazurin coupled fluorescence; inhibition, % at 20 µM; hit rate 0.16% among 340,000; Q2TB90;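 active = inhibition above about 35% when tested at 20 µM, limit read from the data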;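 also: plate controls were DMSO wells with enzyme for no effect and DMSO wells lacking enzyme for full effect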
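Assay system: recombinant HKDC1 hexokinase; detection: coupled resazurin fluorescence, excitation 525 nm, emission 613 nm; benchmarks: DMSO-plus-enzyme-mix negative control, buffer-substituted positive control; compound dosing: single 20 µM dose; schedule: 90 min at room temperature in dark; also added: glucose plus 1 mM ATP as hexokinase substrates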
NALP3 yeast inh – inhibitors of NALP3 inflammasome in yeast. Yeast reconstituted NLRP3/ASC/caspase-1, beta-gal luminescence, 24 h. inhibition, % at 10 µM. hit rate 0.39% among 330,000. AID 2825;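 active = inhibition of 50% or more; inactive = inhibition below 50%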;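 also: plate controls were induced DMSO wells for no effect and uninduced yeast grown without galactose for full effect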
SENP1 inh – inhibitors of human SENP1 SUMO protease catalytic domain. Q9P0U3. recombinant SENP1 catalytic domain, CyPet-SUMO1-YPet FRET cleavage. inhibition, % at 10 µM. hit rate 0.21% among 360,000. AID 624204;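 active = inhibition at least 30% at 10 µM, raw YFP signal under a set limit, fluorescence ratio 0.5 to 1.5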;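 also: 0% = enzyme with DMSO and 100% = no enzyme wells; some results filed as inactive read as strong as hits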
Target sequence (Q9P0U3 419-644 limits assumed): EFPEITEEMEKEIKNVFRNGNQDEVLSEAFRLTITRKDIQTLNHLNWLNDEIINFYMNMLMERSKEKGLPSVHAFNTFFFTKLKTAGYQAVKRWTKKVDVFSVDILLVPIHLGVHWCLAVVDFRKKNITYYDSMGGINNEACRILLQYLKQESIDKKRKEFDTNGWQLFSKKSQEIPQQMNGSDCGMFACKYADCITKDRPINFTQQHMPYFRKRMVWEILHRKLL
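Material – human SENP1 catalytic domain · Input – SENP1 enzyme, 20 pM final · Compound dosing – single concentration of 10 µM compound, 0.5% DMSO final · Timing – enzyme reaction for 50 min at room temperature, dark · Measured by – FRET fluorescence in CFP and YFP emission channels · Control set – no-enzyme wells low, DMSO-plus-enzyme wells high control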
PfG6PD inh – PfG6PD (Plasmodium falciparum) enzyme inhibition | hit rate 0.78% among 350,000 | PfGluPho enzyme, NADPH resazurin-diaphorase fluorescence | inhibition, % at 20 µM | AID 504690;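 active = inhibition reaching at least a set limit at 20 µM in the primary screen, cut at about 59% in these data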;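 also: 0% = DMSO wells with substrate and 100% = DMSO wells lacking glucose-6-phosphate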
SENP7 block – SENP7 protease inhibition. recombinant SENP7, Z-RLRGG-aminoluciferin luminescence, 40 min. inhibition, % at 5 µM. hit rate 1.5% among 330,000. AID 434973;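 active = inhibition above about 50% at the single test dose, limit read from the data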;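 also: plate controls were DMSO with enzyme for no effect and no enzyme buffer wells for full effect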
SENP8 block-2 – SENP8 (human) protease inhibition; Q96LD8; recombinant SENP8, Nedd8 substrate fluorescence; inhibition, % at 20 µM; hit rate 0.64% among 360,000; AID 602440; in the data active = inhibition mostly above about 40%, no sharp cut-off; inactive = mostly below about 27%
An asterisk follows results filed as active; x = not tested or not shown. An unsorted share of the library; any-hit rate near 4.1%.

no. | Structure | SENP8 block-1 | Apaf1 inhib | SENP6 block | HKDC1 inhibitor | NALP3 yeast inh | SENP1 inh | PfG6PD inh | SENP7 block | SENP8 block-2
1 | O=C(COc1ccc(S(=O)(=O)N2CCCC2)cc1)NCC1CCCO1 (stereo not drawn) | 2 | 6 | -20 | 10 | 5 | -6 | -6 | -12 | 9
2 | COc1ccc(CNC(=O)c2ccc(Cn3cc(Br)cn3)o2)cc1 | 4 | 13 | -3 | -4 | -4 | -3 | -5 | -2 | -13
3 | COc1ccccc1-c1nnc(NC(=O)C(C)Sc2nncn2C)s1 (stereo not drawn) | -10 | -14 | -2 | 5 | 4 | -1 | -13 | -6 | -11
4 | CCOC(=O)N1CCN(C(=O)c2ccc3nc(C)sc3c2)CC1 | -5 | 3 | -9 | 0 | 9 | 2 | 11 | 1 | 14
5 | COc1ccc(OC)c(S(=O)(=O)N2CCN(c3ncccn3)CC2)c1 | -6 | 12 | -12 | -3 | 20 | 1 | -18 | -3 | -12
6 | CC(=O)Nc1cnc2ccccc2n1 | -10 | 6 | -4 | 0 | 6 | -8 | 8 | -6 | -54
7 | COc1cc(/C=N/NC(=S)NC2CC3C=CC2C3)cc(OC)c1OC (stereo not drawn) | 6 | 20 | -15 | 0 | 20 | 3 | 24 | -1 | 19
8 | Cc1cc2nc(-c3ccc(=O)[nH]c3)n(C)c2cc1C | x | x | x | 0 | x | 0 | 12 | x | -49
9 | COP(=O)(OC)c1nc(-c2ccccc2)oc1NCc1ccccc1 | -3 | 0 | 2 | -11 | 8 | -1 | 21 | -3 | -355
10 | CN(C)c1cccc(C(=O)OCC(=O)NCC2CCCO2)c1 (stereo not drawn) | 0 | -2 | -10 | -2 | 18 | 2 | -3 | 1 | -93
11 | CCc1cc2c(SCC(=O)N(CC)c3c(N)n(Cc4ccccc4)c(=O)[nH]c3=O)ncnc2s1 | -4 | 8 | -26 | -1 | -1 | -12 | -6 | 6 | -4
12 | COc1ccc(CCNC(=O)Cn2cc(C(F)(F)F)cc(Cl)c2=O)cc1OC | -8 | 1 | 0 | -12 | -2 | 0 | -1 | -2 | 7
13 | CN1CCC(=NNC(=O)C(=O)NC2CCCC2)CC1 | 4 | -6 | 2 | -4 | 5 | 0 | 0 | 7 | 40*
14 | COC(=O)[C@@]1(Cc2ccc(OC)cc2)[C@H]2c3cc(C(=O)N4CCCC4)n(CCO)c3C[C@H]2CN1C(=O)c1ccccc1 | 3 | -3 | -11 | -5 | 23 | x | 13 | -5 | x
15 | CCC(C)NC(=O)CCCc1ccccc1 (stereo not drawn) | -1 | 5 | -10 | -5 | 9 | 2 | 3 | -4 | 15
16 | O=C(Nc1nccs1)c1ccc(COc2ccccc2)o1 | -11 | 10 | -6 | -2 | 25 | -2 | -18 | 5 | -6
17 | COc1cccc(C(c2sc3ncnn3c2O)N2CC(C)OC(C)C2)c1 (stereo not drawn) | 4 | -19 | -4 | -5 | 2 | -1 | 15 | -1 | 19
18 | CCNC(=O)CSc1nnc(-c2cccc(S(=O)(=O)N(CC)CC)c2)n1CCc1ccccc1 | -16 | -5 | 5 | 6 | -9 | 0 | -5 | -3 | 16
19 | COc1ccccc1NC(=O)c1ccc(NC(=O)CN2CCCC2)cc1 | 0 | -2 | -10 | -2 | 1 | 0 | -12 | 0 | 6
20 | Cc1ccsc1/C=N/Nc1ccc(Cl)nn1 | 5 | -14 | -5 | -2 | 12 | -16 | 15 | 2 | 13
21 | O=C(/C=C/c1c(Cl)nc2ccccn12)N1CCN(c2ccccc2F)CC1 | -2 | 14 | -15 | -6 | 27 | 1 | 20 | 7 | -16
22 | O=c1c2ccccc2sc2nc(C3CCCCC3)n(Cc3ccco3)c(=O)c12 | x | x | x | -2 | x | -3 | 7 | x | 8
23 | COc1ccc(N2CCN(C3CCCN(C(=O)c4ccoc4)C3)CC2)cc1 (stereo not drawn) | 1 | 3 | -4 | 0 | 10 | 0 | -4 | 8 | 7
24 | Cc1nccn1CCOc1ccc(Cl)cc1 | 6 | 3 | -10 | -1 | 5 | 1 | -8 | -2 | 12
25 | CCCCCN(C(=O)NC(=O)Nc1ccc(C)cc1)S(=O)(=O)c1ccccc1 | -4 | 0 | -5 | -5 | -1 | 3 | 14 | -1 | 8

Sorted by heavy-atom count (rising): some entries from above.
no. | Structure | SENP8 block-1 | Apaf1 inhib | SENP6 block | HKDC1 inhibitor | NALP3 yeast inh | SENP1 inh | PfG6PD inh | SENP7 block | SENP8 block-2
24 | Cc1nccn1CCOc1ccc(Cl)cc1 | 6 | 3 | -10 | -1 | 5 | 1 | -8 | -2 | 12
10 | CN(C)c1cccc(C(=O)OCC(=O)NCC2CCCO2)c1 (stereo not drawn) | 0 | -2 | -10 | -2 | 18 | 2 | -3 | 1 | -93
2 | COc1ccc(CNC(=O)c2ccc(Cn3cc(Br)cn3)o2)cc1 | 4 | 13 | -3 | -4 | -4 | -3 | -5 | -2 | -13
5 | COc1ccc(OC)c(S(=O)(=O)N2CCN(c3ncccn3)CC2)c1 | -6 | 12 | -12 | -3 | 20 | 1 | -18 | -3 | -12
19 | COc1ccccc1NC(=O)c1ccc(NC(=O)CN2CCCC2)cc1 | 0 | -2 | -10 | -2 | 1 | 0 | -12 | 0 | 6
23 | COc1ccc(N2CCN(C3CCCN(C(=O)c4ccoc4)C3)CC2)cc1 (stereo not drawn) | 1 | 3 | -4 | 0 | 10 | 0 | -4 | 8 | 7
22 | O=c1c2ccccc2sc2nc(C3CCCCC3)n(Cc3ccco3)c(=O)c12 | x | x | x | -2 | x | -3 | 7 | x | 8

Next structures follow.
no. | Structure | SENP8 block-1 | Apaf1 inhib | SENP6 block | HKDC1 inhibitor | NALP3 yeast inh | SENP1 inh | PfG6PD inh | SENP7 block | SENP8 block-2
26 | Cc1ccc(C)c(S(=O)(=O)NCc2ccc(C(=O)NCc3ccccn3)cc2)c1 | -13 | 11 | 1 | -5 | 7 | -1 | 1 | 8 | 16
27 | CCc1noc(C)c1C(=O)Nc1nc(-c2ccccc2)c(C(C)=O)s1 | -10 | -5 | 0 | 7 | 24 | 2 | -9 | 4 | 17
28 | O=C(NN1C(=O)C2C3C=CC(C3)C2C1=O)C(O)c1ccccc1 (stereo not drawn) | -1 | -17 | -3 | -5 | 18 | 1 | 4 | -6 | 6
29 | Cc1ccsc1C(=O)N1CCCC(CCC(=O)N2CCN(c3ccccn3)CC2)C1 (stereo not drawn) | 6 | -5 | -7 | -4 | 0 | 2 | -18 | 9 | 0
30 | Cc1cc(C)c(COc2ccc(/C=N/n3c(C)n[nH]c3=S)cc2)c(C)c1 | -7 | 28 | -2 | -1 | 18 | 1 | 5 | -1 | 16
31 | CCOC(=O)C1CCN(CCCSc2ccc(Cl)cc2)CC1 | -10 | -9 | 0 | -6 | 29 | 0 | -4 | 9 | 16
32 | Nc1ccc(Oc2ncccn2)cc1 | 4 | 44* | 31 | 21 | 15 | 1 | 66* | 16 | 82*
33 | O=C(O)c1ccccc1C(=O)N1N=C(c2ccccc2)CC1c1ccccc1O (stereo not drawn) | 3 | 6 | -6 | 3 | 20 | -1 | 8 | 1 | 11
34 | CCC(C)(C)C1CCc2[nH]nc(C(=O)NCCNC(=O)OC(C)(C)C)c2C1 (stereo not drawn) | 5 | 25 | -4 | -2 | 3 | 2 | 17 | -9 | 8
35 | Cc1occc1C(=O)Nc1nnc(-c2ccncc2)s1 | 0 | -7 | 11 | -5 | -4 | -6 | 10 | -1 | -292
36 | COc1ccc(/C=N/NC(=O)c2cccnc2)cc1COc1ccc([N+](=O)[O-])cc1 | -2 | 3 | -12 | -2 | 9 | -2 | 13 | -4 | -5
37 | COCCn1cc(C(=O)NCc2ccco2)c2c3ccccc3n(C)c2c1=O | -1 | -4 | -13 | 2 | 4 | 2 | 7 | -1 | -419
38 | CCc1cccc(CC)c1NC(=O)CSc1nnc(C2CC2)n1N | -1 | 0 | -12 | 1 | 26 | 1 | 3 | -8 | 14
39 | COc1cc(CCC(=O)OCC(=O)Nc2c(Cl)cccc2Cl)cc(OC)c1OC | -13 | 2 | -11 | 4 | 1 | 1 | -12 | -9 | 13
40 | Cc1ccc2oc(/N=C(\N)NC(=O)C3CC3)nc2c1 | -2 | -3 | 21 | 2 | 20 | 3 | 19 | 0 | 14
41 | O=C(CC(=O)NC1CCCCC1)N/N=C/c1ccccc1F | -9 | 4 | 5 | x | 5 | x | x | -1 | x
42 | C=CCNc1oc(-c2cccc(Cl)c2)nc1C#N | -3 | -1 | -15 | 7 | 13 | 2 | 4 | -3 | -26
43 | COc1ccc(CCNc2ccc(S(=O)(=O)N3CCN(C)CC3)cc2[N+](=O)[O-])cc1 | -18 | 22 | -5 | -3 | 7 | -2 | -3 | -9 | 12
44 | COc1ccc(S(=O)(=O)NCCc2ccccn2)cc1 | 2 | -3 | -17 | 0 | 27 | 1 | 9 | 7 | 8
45 | O=C(Cn1ccc2ccccc2c1=O)N1CCN(Cc2ccc3c(c2)OCO3)CC1 | 1 | 1 | 0 | -7 | 11 | 0 | -1 | 1 | -20

Single entries from the list:
PfG6PD inh, no. 43 → -3
SENP1 inh, no. 40 → 3
SENP8 block-1, no. 39 → -13
PfG6PD inh, no. 38 → 3
SENP6 block, no. 27 → 0

3 entries picked at random from the list so far, as already listed:
no. | Structure | SENP8 block-1 | Apaf1 inhib | SENP6 block | HKDC1 inhibitor | NALP3 yeast inh | SENP1 inh | PfG6PD inh | SENP7 block | SENP8 block-2
10 | CN(C)c1cccc(C(=O)OCC(=O)NCC2CCCO2)c1 (stereo not drawn) | 0 | -2 | -10 | -2 | 18 | 2 | -3 | 1 | -93
24 | Cc1nccn1CCOc1ccc(Cl)cc1 | 6 | 3 | -10 | -1 | 5 | 1 | -8 | -2 | 12
30 | Cc1cc(C)c(COc2ccc(/C=N/n3c(C)n[nH]c3=S)cc2)c(C)c1 | -7 | 28 | -2 | -1 | 18 | 1 | 5 | -1 | 16
